TIM10 inh: growth inhibitors of TIM10 yeast strain | inhibition, % at 10 µM | S. cerevisiae TIM10 strain growth, BacTiter-Glo luminescence, 24 h | 1.4% of 330,000 active;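 active = inhibition of 40% or more at the single tested concentration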;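 note: wild-type TIM10 isogenic control strain grown at permissive 25 °C; 0% = DMSO yeast wells and 100% = minimal medium wells without yeast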
Jurkat NFkB inh: lowers PMA/ionomycin-induced NF-kB signal in Jurkat cells | PMA/ionomycin-induced NF-kB luciferase reporter, luminescence | inhibition, % at 4 µM | 0.53% of 330,000 active | AID 435003; in the data active = inhibition above about 50%
UPR CHOP act: apoptotic UPR (CHOP) activation; activation, % at 10 µM; CHO-CHOP luciferase reporter, luminescence; percent of tunicamycin response over DMSO baseline; 0.34% of 330,000 active;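 active = at 10 µM dose, activation of 40% or more, normalized to positive control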;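 note: 100% = tunicamycin at 10 µg/mL and 0% = DMSO alone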
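System: CHO CHOP reporter cells. Amount: 500 cells per well. Buffer or medium: F12 medium, 10% FBS. Compound dosing: one dose, 10 µM in 0.5% DMSO. Incubation: 6 h compound exposure at 37 °C after overnight seeding. Technique: Steady-Glo luciferase luminescence. Benchmarks: tunicamycin and DMSO controls.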
tim23-1 inh: growth inhibitors of tim23-1 mutant yeast | AID 463212 | 1.3% of 330,000 active | S. cerevisiae tim23-1 growth, BacTiter-Glo luminescence, 24 h | inhibition, % at 20 µM;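 active = growth inhibition of the mutant yeast at or above 50%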;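 note: temperature-sensitive mutant grown at 25 °C; plate controls were DMSO-treated mutant yeast for no effect and medium wells lacking yeast for full effect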
tim10-1 inh: inhibits growth of tim10-1 mutant yeast | S. cerevisiae tim10-1 ts strain growth, BacTiter-Glo, 24 h | inhibition, % at 20 µM | 2.2% of 330,000 active | AID 463190;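 active = inhibition of at least 40%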;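 note: mutant grown at 25 °C; 0% = DMSO wells with yeast and 100% = wells holding no yeast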
Mdm2 MdmX PPI: disrupts the human Mdm2-MdmX interaction. O15151+Q00987. SaOS-2 split-luciferase Mdm2/MdmX complementation, luminescence. inhibition, % at 8 µM. 3% of 330,000 active. AID 485346;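 active = inhibition of at least 50% at 8 µM in the primary screen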
Target sequence (O15151 whole entry, looked up): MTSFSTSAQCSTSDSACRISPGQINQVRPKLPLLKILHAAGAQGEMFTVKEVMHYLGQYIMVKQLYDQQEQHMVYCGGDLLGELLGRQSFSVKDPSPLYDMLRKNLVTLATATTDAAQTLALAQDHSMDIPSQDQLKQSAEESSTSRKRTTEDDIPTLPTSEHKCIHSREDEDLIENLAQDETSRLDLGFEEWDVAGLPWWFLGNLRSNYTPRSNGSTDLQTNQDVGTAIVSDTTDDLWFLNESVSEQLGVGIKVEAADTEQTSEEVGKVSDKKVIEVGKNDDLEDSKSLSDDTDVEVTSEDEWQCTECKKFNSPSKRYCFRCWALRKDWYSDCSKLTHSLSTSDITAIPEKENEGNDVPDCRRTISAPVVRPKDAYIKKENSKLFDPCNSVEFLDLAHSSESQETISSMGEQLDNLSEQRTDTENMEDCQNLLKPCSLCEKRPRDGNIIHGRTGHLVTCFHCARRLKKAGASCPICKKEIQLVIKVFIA
Target sequence (Q00987 whole entry, looked up): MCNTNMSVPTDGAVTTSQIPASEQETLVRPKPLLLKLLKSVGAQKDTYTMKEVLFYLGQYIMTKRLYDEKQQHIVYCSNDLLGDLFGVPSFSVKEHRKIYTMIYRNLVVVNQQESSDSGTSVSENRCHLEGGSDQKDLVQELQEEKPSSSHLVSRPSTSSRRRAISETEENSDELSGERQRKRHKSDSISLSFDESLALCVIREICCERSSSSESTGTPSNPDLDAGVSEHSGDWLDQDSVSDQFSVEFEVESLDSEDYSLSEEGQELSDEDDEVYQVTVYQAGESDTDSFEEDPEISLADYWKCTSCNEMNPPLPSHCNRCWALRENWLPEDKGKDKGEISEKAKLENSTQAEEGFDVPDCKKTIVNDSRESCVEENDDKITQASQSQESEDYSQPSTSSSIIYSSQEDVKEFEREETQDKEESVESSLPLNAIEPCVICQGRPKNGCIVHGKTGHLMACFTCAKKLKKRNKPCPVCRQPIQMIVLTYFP
XBP1 UPR activ: adaptive UPR (XBP1) activation | activation, % at 20 µM | CHO-XBP1 luciferase reporter, IRE1-XBP1 UPR activation, luminescence; percent of tunicamycin response, DMSO as zero | 0.33% of 330,000 active;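 active = versus positive control, 20 µM dose yields 30% or more activation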;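 note: 100% = tunicamycin at 10 µg/mL and 0% = DMSO only wells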
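incubation = overnight seeding at 37 °C, 6 h compound treatment at 37 °C | assay system = CHO-XBP1 cells stably carrying IRE1-XBP1-driven luciferase reporter | input = 1000 cells per well | detection = luciferase luminescence | dosing = single point, 20 µM final compound, 1% DMSO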
697 NFkB inh: lowers PMA/ionomycin-induced NF-kB signal in 697 B cells; inhibition, % at 4 µM; 697 B-cell NF-kB luciferase reporter, 16 h; 0.33% of 330,000 active; AID 435022; in the data active = inhibition above about 35%
* hit, by the source's call.

Every second line gives: TIM10 inh, Jurkat NFkB inh, UPR CHOP act, tim23-1 inh, tim10-1 inh, Mdm2 MdmX PPI, XBP1 UPR activ, 697 NFkB inh
CCOc1ccc(CCNC(=O)COC(=O)c2cccc(N(C)C)c2)cc1OCC
    6, -21, 5.1, 21, 18, -40, -3, -131
COc1ccc(Nc2ncc(C#N)c(N)n2)c(OC)c1
    5, 2, 0.5, 3, -15, -19, 3, 0
Cc1ccc(NS(=O)(=O)c2cccc3nsnc23)cc1[N+](=O)[O-]
    6, -8, -0.3, 21, 17, 11, -6, -13
O=c1/c(=C/c2cccc3ccccc23)sc2ncnn12
    16, -6, -2.6, 69*, 46*, 17, 2, -1
O=c1cc(-c2ccccc2)[nH]n2cnnc12
    -6, 1, -2.1, 9, 11, 31, -3, 5
CCOC(=O)c1cc2c(=O)n3ccccc3nc2n(CCOC)c1=NC(=O)c1c(-c2c(F)cccc2Cl)noc1C
    24, -5, 2.0, 21, 8, 9, 5, 25
COCCSc1nnc(NC(=O)CSc2ccccc2)s1
    14, -24, 2.2, 11, 12, -3, 0, -2
O=C(COc1ccccc1F)N1CCN(S(=O)(=O)/C=C/c2ccccc2)CC1
    -5, 3, -0.5, 24, 19, 16, -2, 4
CCCOCCc1nnc(N)s1
    -12, 0, 0.6, -7, 12, 13, -2, 18
COCCCNC(=S)N/N=C/c1ccc(N(C)C)cc1
    -3, -7, 1.8, 22, 7, -13, 4, -11

Entries listed above printed as active in tim10-1 inh.
molecule	Jurkat NFkB inh	tim10-1 inh	Mdm2 MdmX PPI	697 NFkB inh
O=c1/c(=C/c2cccc3ccccc23)sc2ncnn12	-6	46*	17	-1

More entries:
Every second line gives: TIM10 inh, Jurkat NFkB inh, UPR CHOP act, tim23-1 inh, tim10-1 inh, Mdm2 MdmX PPI, XBP1 UPR activ, 697 NFkB inh
O=C(COC(=O)CNC(=O)c1ccccc1)Nc1cccc(Br)c1
    6, 5, 1.1, 3, -8, 4, 1, 19
CC(=O)Nc1ccc(S(=O)(=O)Oc2ccc(Br)cc2C(=S)N2CCOCC2)cc1
    2, 5, -0.2, 12, 11, 21, -6, 6
COc1ccc(N2CCN(C(=O)COC(=O)CCS(=O)(=O)c3ccc(C)cc3)CC2)cc1
    5, 3, 0.9, 1, 6, 24, 0, 20
CN(C)S(=O)(=O)c1ccc(N2CCCC2)c(C(=O)NC2(C)CCS(=O)(=O)C2)c1 (stereo not drawn)
    1, 11, -2.1, 4, -5, -10, -2, 8
O=C(Nc1ccccc1OC(F)F)c1ccc(Br)o1
    -4, -10, 1.5, 1, -16, 22, -3, 14
COc1ccccc1NC(=O)N[C@@H](Cc1c[nH]c2ccccc12)C(=O)NN
    -5, 1, -1.9, 17, 11, 4, 5, 6
O=C(CCN1C(=O)C2C3C=CC(C3)C2C1=O)Nc1ccccn1 (stereo not drawn)
    1, -3, -1.0, -6, 14, -6, -3, 9
CCC(=O)Nc1nnc(-c2ccc(Cl)s2)o1
    -4, 2, 0.3, 4, 3, -12, 0, -12
O=C(N/N=C/c1cc([N+](=O)[O-])ccc1O)c1cccc2ccccc12
    -3, -2, -1.5, 19, 32, 62*, -1, -61
CCOC(=O)C1CCCN(C(=O)c2ccc(Cn3c(=S)[nH]c4cc(C(=O)OC)ccc4c3=O)cc2)C1 (stereo not drawn)
    5, 9, -0.6, -6, 17, 35, -2, -3
Cc1cccc(CS(=O)(=O)Cc2ccc(C(=O)NCc3ccccc3)o2)c1
    1, 4, 3.6, 9, 23, -7, -4, 0
CCc1ccc(OCCCC(=O)Nc2ccc(N3CCCCC3)cc2)cc1
    -36, -5, -0.9, 4, 12, 9, 0, 3
CCn1cc([N+](=O)[O-])c(C(=O)N2N=C(c3ccc(Cl)c(Cl)c3)CC2c2ccccc2O)n1 (stereo not drawn)
    -10, -2, -0.3, 25, 17, 71*, 6, -11
O=C(NC1CCCC1)c1ccc(Br)s1
    -14, -2, 0.8, 11, 2, -22, 2, 10
O=C1c2ccccc2S(=O)(=O)c2cc(C(=O)N3CCC(C(=O)N4CCCCC4)CC3)ccc21
    -6, 15, -0.1, -9, -9, -31, 0, 19
Cc1cccc(C)c1NC(=O)C1(N(Cc2ccco2)C(=O)CC2NC(=O)NC2=O)CCCCC1 (stereo not drawn)
    -3, 6, -1.0, 12, 4, 1, -3, -9
FC(F)(F)c1ccc(C2[C@H]3CN(Cc4ccc(-c5ccccc5)cc4)[C@H](c4ccccc4)C34CC2(c2ccccc2)C4)cc1 (stereo partly drawn)
    10, 8, -0.7, 15, 16, 16, -1, 12
COc1ccc2c(-c3ccccc3)cc(SCC(=O)N(C)C3CCS(=O)(=O)C3)nc2c1 (stereo not drawn)
    21, -5, -1.0, 14, 36, 15, 3, 11
Cc1nc2c(Cl)cccc2[nH]1
    13, -4, 0.4, 5, -4, 12, -1, 5
COc1ccc(C(=O)[C@H]2[C@H]3C(=O)N(c4ccccc4)C(=O)[C@H]3C3C=CC=NN32)cc1 (stereo partly drawn)
    0, -6, -1.2, 13, 7, 20, 0, 15

Of the compounds above, 3 contain a furan ring, fused or not.
Every second line gives: TIM10 inh, Jurkat NFkB inh, UPR CHOP act, tim23-1 inh, tim10-1 inh, Mdm2 MdmX PPI, XBP1 UPR activ, 697 NFkB inh
O=C(Nc1ccccc1OC(F)F)c1ccc(Br)o1
    -4, -10, 1.5, 1, -16, 22, -3, 14
Cc1cccc(CS(=O)(=O)Cc2ccc(C(=O)NCc3ccccc3)o2)c1
    1, 4, 3.6, 9, 23, -7, -4, 0
Cc1cccc(C)c1NC(=O)C1(N(Cc2ccco2)C(=O)CC2NC(=O)NC2=O)CCCCC1 (stereo not drawn)
    -3, 6, -1.0, 12, 4, 1, -3, -9

Additional structures follow.
Every second line gives: TIM10 inh, Jurkat NFkB inh, UPR CHOP act, tim23-1 inh, tim10-1 inh, Mdm2 MdmX PPI, XBP1 UPR activ, 697 NFkB inh
COc1cc(NC(=O)c2cc3c(=O)n(C)c4ccccc4c3n2C)cc(OC)c1OC
    -4, 11, 0.2, 12, 10, 8, 6, 19
O=C1CCC(=O)N1OCCOc1ccc2c(c1)CCC2
    3, 8, 5.3, 9, 6, 5, 4, 6
O=C(Nc1ccc(C2SCCS2)cc1)c1ccccc1
    -3, -150, 3.9, 1, -18, -85, 2, -216
COc1cccc(CNC(=O)C2CCCN(S(=O)(=O)c3c(C)noc3/C=C/N(C)C)C2)c1 (stereo not drawn)
    8, 4, 1.1, 10, 20, -4, -3, -2
Cc1ccc([N+](=O)[O-])cc1NC(=O)CSc1nncn1-c1ccccn1
    -4, 0, -0.2, 3, -28, 17, 4, 4
CN(C)c1nc(N)nc(CSc2nnnn2-c2ccccc2)n1
    14, 15, -1.1, 9, 17, 25, 1, 25
O=C(Nc1cccc2ccccc12)N(CCO)C1CCS(=O)(=O)C1 (stereo not drawn)
    -13, -1, 1.4, 0, -3, 3, -11, -16
CCC(CO)Oc1cc(NC(=O)c2ccc(C)cc2)c2ncn(C(C)C)c2c1 (stereo not drawn)
    -5, 12, 1.4, 12, 8, 29, -2, 15
O=c1c2ccccc2sc2ccc(Cl)cc12
    9, -17, 1.6, 9, 16, -16, 0, -34
COc1ccc(C(=O)Cc2ccc(F)cc2)c(OC)c1
    6, -41, 4.4, 11, 22, -44, 3, -71
COc1ccc(O[C@H]2C=C[C@@H](c3ccccc3)O[C@@H]2COC(=O)CC/C(C)=N/OC[C@@H](O)COCc2ccco2)cc1
    24, 10, 2.1, 30, 30, 11, -3, 3
CC1(C)Nc2ccccc2C(=O)N1c1ccc(Br)cc1
    12, -124, 14, 8, 5, -144, -1, -149
CN(c1ccc(C(=O)N2CCOCC2)cc1[N+](=O)[O-])C1CCCCC1
    2, -18, 3.3, 5, 14, -10, 2, -20
COC(=O)c1c(C)oc(C)c1S(=O)(=O)N1CCOCC1
    12, 20, 3.3, 9, -1, 9, -3, -11
O=C(c1ccc(Cl)cc1)N1CCCC(c2ccccc2)=N1
    8, -4, -2.4, 37, -19, 12, 0, 13
CCOC(=O)N1CC=C2C(C#N)=C(N)C(C#N)(C#N)[C@H](c3ccc(OCC)c(OCC)c3)[C@H]2C1
    -12, -6, 2.5, -21, 9, 2, 1, -6
Cc1ccc2cc3cc(C(=O)NCCC(C)C)oc3nc2c1
    4, -6, 2.5, 0, 13, -22, 0, 2
O=C(Oc1ccc2ccc(=O)oc2c1)c1ccco1
    30, -5, 0.5, 31, 46*, 26, 2, -9
Cc1ccc(-n2c(C)nc3c(cnn3-c3ccc(F)cc3)c2=O)cc1C
    -9, -5, 3.7, 10, 38, 4, -1, -66
CCOc1ccc(NC(=O)N2CC(C)OC(C)C2)cc1 (stereo not drawn)
    -12, -14, 0.6, 7, 13, -6, -1, 4
Cc1cc(=O)n2[nH]c(Nc3cccc(Cl)c3)nc2n1
    23, -3, -0.7, 3, 20, -26, -1, 8
O=C1CCCc2c1[nH]c1ccccc21
    1, 9, 1.2, 0, 2, 8, -1, 9
CCOc1ccccc1C(c1c(O)nc(SC)[nH]c1=O)c1c(O)nc(SC)[nH]c1=O
    -6, -6, -0.7, 2, 9, 13, -2, 1
CN(C)S(=O)(=O)c1cccc(COC(=O)CCNC(=O)c2ccc([N+](=O)[O-])cc2)c1
    10, 9, -1.9, -13, -6, 16, 1, 13
CCCCC[C@@H]1C=C(C(=O)O)[C@H](c2ccc(OC)c(OC)c2)N1S(=O)(=O)c1ccc(C)cc1
    97*, -6, 2.1, -9, 6, 6, -3, 1
CCCS(=O)(=O)N1CCC(C(=O)NCCCOCC)CC1
    8, 11, 0.5, 2, 0, -3, -2, 7
CCCCN(C(=O)CNC(=O)c1cccs1)C(C(=O)NC1CCCCC1)c1cccnc1 (stereo not drawn)
    -2, 2, 0.5, 6, 9, -8, -2, 11
c1ccc(C[n+]2c(-c3ccccc3)csc2Nc2ccccc2)cc1
    -6, -32, 4.5, 0, 10, -15, 0, -27
CC(=O)Nc1ccc(OCC(O)Cn2nc(C)nc2C)cc1 (stereo not drawn)
    -4, 4, 2.1, 6, 1, -6, -1, 6
CCNc1nc(NCC)nc(SCC(C)=O)n1
    4, -10, 0.9, 15, 8, 11, -2, 3
CC1(C)Cc2c(sc(NC(=O)c3ccc(C(=O)c4ccccc4)cc3)c2C(N)=O)C(C)(C)N1
    21, -1, 4.5, 34, 20, 73*, 10, -30
N#C/C(=C(/O)CN1CCN(c2ccccc2F)CC1)c1nc(-c2ccccc2)cs1
    -6, -11, -2.5, 7, 24, 5, -1, 8
O=C1NCC(COc2ccc([N+](=O)[O-])cc2)O1 (stereo not drawn)
    1, -4, 0.7, 19, 19, 14, 0, 9
CSc1sc(C(=O)N(C)C)c2c1S(=O)(=O)N(C)c1ccccc1-2
    4, -3, -0.7, 9, 11, -18, -2, -14
CC(CN1CCCCC1)OC(=O)c1cccc(F)c1 (stereo not drawn)
    97*, -12, 2.8, 4, -13, -24, -5, -11
Cc1c(Cl)cnc(NC(=O)CSc2nncs2)c1Cl
    -3, 0, -0.2, 3, 14, 6, 0, 22
CC1CCN(CCCNC(=O)C2CC(=O)N(CCc3ccccc3)C2)CC1 (stereo not drawn)
    -1, -4, 0.5, -17, -18, -10, -1, 3
CC1CC(C)CN(CCCNC(=O)Cc2c(C(=O)O)n(C)c3ccccc23)C1 (stereo not drawn)
    -2, -17, -0.8, 11, 1, -16, -2, -7
O=C(CSc1nc(N2CCOCC2)nc(N2CCOCC2)n1)Nc1ccc(Cl)cc1Cl
    -2, 5, 1.6, 13, -1, 13, 0, 20
C=CCN(c1ccccc1OC)S(=O)(=O)c1cccc(C(=O)Nc2nnc(C3CC3)s2)c1
    6, 10, 1.3, -4, -5, 23, -1, 3
Cc1ccc(NC(=O)C2C(c3ccccc3)C2(Cl)Cl)c(C)c1 (stereo not drawn)
    7, 1, -0.9, 16, 10, 28, 1, -1
CN1CCc2c(sc(NC(=O)c3ccc(S(=O)(=O)N4CCc5ccccc54)cc3)c2C(N)=O)C1
    -9, -15, 1.3, 14, 8, 96*, 11, -21
